High-throughput results (PubChem)
ROMK mod – modulates human ROMK potassium channel activity; P48048; Tet-inducible ROMK, thallium flux fluorescence; actives lie on both sides; B-score at 10 µM; 2% of 130,000 active; AID 1918;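 active means signal ratio slope over the read window, or its plate-corrected B-score, at least 3 SD from the plate mean, either direction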;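 further: B-score of the F/F0 ratio slope over 7 to 12 s after thallium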
Target sequence (P48048 whole entry, looked up): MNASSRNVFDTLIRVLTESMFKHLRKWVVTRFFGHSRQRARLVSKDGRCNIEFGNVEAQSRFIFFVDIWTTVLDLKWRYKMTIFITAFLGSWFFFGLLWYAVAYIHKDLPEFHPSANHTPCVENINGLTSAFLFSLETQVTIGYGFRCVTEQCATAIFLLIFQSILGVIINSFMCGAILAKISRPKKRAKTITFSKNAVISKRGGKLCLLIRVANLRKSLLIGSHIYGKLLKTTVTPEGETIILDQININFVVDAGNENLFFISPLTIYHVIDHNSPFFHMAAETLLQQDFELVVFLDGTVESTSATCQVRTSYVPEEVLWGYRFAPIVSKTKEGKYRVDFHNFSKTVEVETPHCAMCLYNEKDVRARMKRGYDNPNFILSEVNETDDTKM
DTT redox prof – compounds producing H2O2 with reducing agent – biochemical, NIH compound library profiling, artefact control for MLSCN library redox annotation, primary screen; 0.03% of 200,000 active; activation, % at 10 µM; DTT-dependent redox cycling H2O2, phenol red/HRP absorbance; 100% = 100 µM peroxide control, 0% = buffer; AID 878;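 active means activation of at least 50% relative to the plate's high and low controls in the primary single-dose screen; inactive means activation below 50%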;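 further: compound incubated with DTT at 0.8 mM final as the reducing agent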
PPARg SRC1 recr – agonists of human PPARgamma SRC-1 coactivator recruitment. P37231. PPARgamma-SRC-1 coactivator recruitment biochemical assay. activation, % at 8 µM. 0.41% of 200,000 active; in the data active means activation above about 19%;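 further: 0% = DMSO and 100% = reference agonist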
S1P3 antag – blocks the human S1P3 receptor; Q99500; CHO S1P3 NFAT-BLA reporter, FRET fluorescence, antagonist mode; inhibition, % at 4.98 µM; 0.27% of 170,000 active; AID 485;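 active means inhibition above the plate cutoff, the mean inhibition of test wells on that plate plus 3 SD, cut at about 28% in these data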;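 further: cells challenged with S1P at its EC80 of 0.8 µM; blue over green emission ratio from cleaved BLA substrate after 4 h stimulation; 0% = S1P-stimulated wells and 100% = unstimulated DMSO-only wells; some compounds past the cut are filed as inactive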
Target sequence (Q99500 whole entry, looked up): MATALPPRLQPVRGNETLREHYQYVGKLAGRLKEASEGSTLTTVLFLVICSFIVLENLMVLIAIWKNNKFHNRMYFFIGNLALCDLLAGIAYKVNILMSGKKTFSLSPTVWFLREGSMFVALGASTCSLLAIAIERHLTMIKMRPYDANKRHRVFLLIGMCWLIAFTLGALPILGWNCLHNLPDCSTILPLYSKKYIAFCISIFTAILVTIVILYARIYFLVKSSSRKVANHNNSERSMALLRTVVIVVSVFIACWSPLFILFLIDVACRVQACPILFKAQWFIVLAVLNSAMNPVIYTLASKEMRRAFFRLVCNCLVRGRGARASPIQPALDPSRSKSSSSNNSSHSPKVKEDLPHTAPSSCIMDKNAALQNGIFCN
TLR4 MyD88 comp – inhibitors of human TLR4-MyD88 binding | O00206+Q99836 | AID 861 | inhibition, % at 8.4 µM | 0.18% of 200,000 active | HeLa CL3-4 TLR4/MyD88 BLA complementation, FRET ratio; in the data active means inhibition above about 25%;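 further: 0% = vehicle and 100% = reference inhibitor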
bIAP inhibitor – intestinal alkaline phosphatase (bovine) inhibition; purified bovine IAP, CDP-star luminescence, 30 min; inhibition, % at 20 µM; 190,000 tested, under 10 active; AID 1019;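 active means over 50% inhibition of intestinal alkaline phosphatase at 20 µM in the single-dose screen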
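test system = bovine IAP enzyme | medium = DEA buffer 100 mM, pH 9.8, with MgCl2 1.0 mM, ZnCl2 0.02 mM | detection = luminescence | dosing = single compound dose of 20 µM, 2% DMSO final | incubation = 30 min reaction at room temperature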
Lmaj promast – Leishmania major promastigote growth inhibition | Leishmania major promastigotes, resazurin fluorescence viability | inhibition, % at 10 µM | 9% of 200,000 active | AID 1063; in the data active means inhibition above about 50%;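 further: promastigotes grown with compound for 44 hours at 28 °C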
TR-FRET SRC-2 ct – TR-FRET artefact, counter-screen to PPARgamma/SRC-2 agonist assay; 0.4% of 200,000 active; hits give high values; AID 1049; TR-FRET ratio at 8 µM; in the data active means TR-FRET ratio above about 2000; further: inactives centre near 1500
PPARg SRC2 recr – agonists of SRC-2 recruitment by human PPARgamma; P37231; PPARgamma LBD-SRC-2 recruitment, biochemical; activation, % at 8 µM; 0.34% of 200,000 active; AID 1032; in the data active means activation above about 22%;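 further: 0% = vehicle and 100% = reference agonist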
bIAP act – intestinal alkaline phosphatase (bovine) activation; 0.17% of 200,000 active; activation factor at 20 µM; purified bovine IAP, CDP-star luminescence, 30 min; hits give high values; fold of DMSO-control signal, blank-subtracted;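 active means activation factor of 2 or more at 20 µM, a signal rise over negative controls twice the positive control's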
PPARg SRC-3 ag – agonists of human PPARgamma SRC-3 coactivator recruitment. P37231. biochemical PPARgamma/SRC-3 coactivator recruitment assay. activation, % at 8 µM. 0.26% of 200,000 active. AID 731; in the data active means activation above about 23%;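 further: 0% = DMSO and 100% = reference agonist; some compounds past the cut are filed as inactive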
Active calls of the source: *; . = not tested or not shown. No enrichment for hits (roughly 11% active in at least one column).

SMILES	ROMK mod	DTT redox prof	PPARg SRC1 recr	S1P3 antag	TLR4 MyD88 comp	bIAP inhibitor	Lmaj promast	TR-FRET SRC-2 ct	PPARg SRC2 recr	bIAP act	PPARg SRC-3 ag
O=C(Nc1ccccc1)c1ccc(F)c(S(=O)(=O)N2CCOCC2)c1	.	-2.0	-4	-22	-3	-2	-6	1473	1	1	2
O=C(/C=C/c1ccccc1)N1CCC(Cc2ccccc2)CC1	.	2.0	-2	.	13	11	-4	1455	-4	0.9	-12
COc1ccc2c(c1)C(=O)[C@@H](OC(=O)NCc1ccc3c(c1)OCO3)[C@H](c1ccc(OC)c(Br)c1)O2	-0.21	0.5	0	1	-7	8	25	1544	-4	0.9	-1
O=C(NC1CCCc2ccccc21)c1ccccc1Br (stereo not drawn)	0.013	-1.7	-3	.	6	10	-4	1571	11	0.9	-6
C=CCN1C(=O)CN=C1Nc1ccc(F)cc1	.	0.5	-4	-9	1	-4	0	1622	7	1	2
CC1(C)CC(=O)c2sc(NC(=O)CCS(=O)(=O)c3ccccc3)nc2C1	.	-0.5	16	.	-8	-5	78*	1694	2	1	2
O=C(COc1ccc(Cl)cc1)Nc1ccc2oc(-c3ccncc3)nc2c1	.	3.0	0	10	-12	8	19	1376	-2	0.9	9
O=S(=O)(NC1=NCCCCCC1)c1cccs1	.	1.1	-6	4	6	12	-3	1408	-3	0.9	-7
O=c1c2cc(Br)cc(Br)c2oc2nc3n(c(=O)c12)CCCS3	0.13	0.1	7	.	5	4	-6	1729	11	1	11
NC(=S)N/N=C/C=C/c1ccccc1	.	0.5	1	12	10	37	1	1567	-6	0.6	0
COC(=O)Cc1ccc(NC(=O)c2ccc(Br)o2)cc1	.	-0.3	6	25	2	11	-3	1584	8	0.9	0
O=C(CCn1c(=S)[nH]c2ccccc2c1=O)NCCc1ccc(Cl)cc1	0.84	-0.5	12	12	3	3	-9	1455	9	1	2
COc1cc(OC)cc(C(=O)NCCN2CCOCC2)c1	.	1.4	-3	-12	-16	10	-6	1324	-3	0.9	6
CC(=O)NNC(=O)CCC(=O)Nc1ccccc1	-1.5	-3.6	-7	.	2	-2	-5	1378	-5	1	-7
Cc1cc(C)nc(N2N=C(C(C)(C)C)CC2=O)n1	-0.013	0.2	4	.	9	-5	-6	1446	6	1	-1
CC(=O)c1cccc(N/C=C\c2nnnn2-c2ccc(F)cc2)c1	-0.93	0.3	-2	-9	-1	15	-4	1423	6	0.9	0
COc1ccc(C)cc1NC(=O)COC(=O)c1ccc(OCc2ccc(Cl)cc2Cl)c(OC)c1	-0.94	0.7	-2	4	-8	.	34	1488	-3	0.2	1
CCCn1nc2cc(C(=O)NCc3ccc(OC(F)(F)F)cc3)ccc2c1OCC	.	-3.6	3	.	-8	3	1	1524	-4	1	1
N#Cc1nc(-c2cccs2)oc1N1CCN(c2ccccc2)CC1	-0.4	0.3	7	-11	-13	20	-7	1542	8	0.8	7
COc1ccc(NC(=O)CCN2CCC(C)CC2)cc1	0.89	-0.1	-2	.	-6	3	1	1531	-5	1	10
O=C(COC(=O)CCC(=O)c1ccc(F)cc1)Nc1cccc(S(=O)(=O)N2CCOCC2)c1	-0.78	-0.2	-6	-16	-7	-3	-4	1468	2	1	2
O=C(O)Cn1nnnc1SCC(=O)Nc1ccc(F)cc1F	-0.33	-0.8	6	-9	7	8	-2	1605	3	0.9	3
COc1ccc2[nH]c(C)c(CCNC(=S)Nc3ccccc3C)c2c1	-0.31	0.4	-2	9	-4	14	8	1560	7	0.9	4
CCOC(=O)CCCNC(=O)CSc1nc2ccc(OCC)cc2[nH]1	0.23	-1.7	-4	-5	-4	-7	-7	1599	9	1.1	1
CCOC(=O)c1ccc(NC(=O)CNC(=O)C23CC4CC(CC(C4)C2)C3)cc1	.	20	3	.	-10	7	3	1650	-1	0.9	0
CCN(C(=S)Nc1cccnc1)c1ccccc1	-0.29	-0.2	-5	-21	5	-4	-3	1452	2	1	4
CN(Cc1ccccc1)C(=O)Cn1c(=O)oc2cc(S(=O)(=O)N3CCCC3)ccc21	.	-0.7	7	.	3	4	100*	1442	-4	1	-6
Cc1ccc2[nH]c(=O)c(CN(Cc3cccs3)C(=S)NCC3CCCO3)cc2c1 (stereo not drawn)	.	2.4	4	-7	-9	-2	19	1452	4	1	4
Cc1cccn2c(=O)c(/C=N/O)c(N3CCCCC3)nc12	.	0.2	10	0	5	10	7	1611	3	0.9	0
O=C(NCc1ccccc1Cl)C1CCN(S(=O)(=O)N2CCOCC2)CC1	-1.2	-0.7	9	7	-9	-3	-5	1689	5	1	2
COc1ccccc1Nc1nc(Cl)c(C=O)s1	-0.045	-2.0	-4	-6	12	-7	3	1721	6	1.1	-1
COc1ccc(Cc2nnc(NC(=O)Cn3cnc4c3c(=O)n(C)c(=O)n4C)s2)cc1	0.25	-1.0	7	.	2	6	-6	1460	5	0.9	4
CCOc1ccc(NC(=O)N(C2CCCC2)C2CCN(C(C)=O)CC2)cc1	-0.054	-0.4	-7	-10	4	-4	-5	1466	4	1	-2
O=c1c2c(nc3cc(-c4ccc(F)cc4)[nH]n13)CCCC2	-0.42	1.8	-4	21	-16	9	21	1650	4	0.9	3
O=c1c2cn[nH]c2nc(SCc2c(F)cccc2F)n1-c1ccc(Cl)cc1	-2.3	-0.7	7	-22	7	-10	20	1817	3	1.1	5
COCc1c(CCl)cnc(C)c1O	-0.88	-1.0	-4	-11	5	6	11	1440	-4	0.9	-7
CC1=NNC(=O)C1C(c1ccc(F)cc1)C(C#N)C#N (stereo not drawn)	.	0.4	0	.	-3	.	24	1707	10	.	-5
O=C(N/N=C/c1sc(N2CCOCC2)nc1-c1ccccc1)c1ccccc1O	-0.96	0.5	1	1	-2	4	44	1451	-1	1	-5
Cc1ccc2cc(CN(C(=O)c3ccncc3)C(C)C)c(=O)[nH]c2c1	0.033	-0.1	10	-24	7	-7	-4	1422	6	1.1	5
CCCC(=O)Nc1ccccc1-c1nnn(CC(=O)Nc2ccc(OCC)cc2)n1	.	-0.2	2	-7	-13	-10	13	1415	8	1.1	8
COc1cc2c(cc1OC)C(Cc1ccc(O)cc1)N(C)CC2 (stereo not drawn)	1.8	0.2	4	-9	-7	-8	-3	1558	14	1.1	-3

As a working copy, some entries already given.
SMILES	ROMK mod	DTT redox prof	PPARg SRC1 recr	S1P3 antag	TLR4 MyD88 comp	bIAP inhibitor	Lmaj promast	TR-FRET SRC-2 ct	PPARg SRC2 recr	bIAP act	PPARg SRC-3 ag
CCOC(=O)c1ccc(NC(=O)CNC(=O)C23CC4CC(CC(C4)C2)C3)cc1	.	20	3	.	-10	7	3	1650	-1	0.9	0
CCN(C(=S)Nc1cccnc1)c1ccccc1	-0.29	-0.2	-5	-21	5	-4	-3	1452	2	1	4
CN(Cc1ccccc1)C(=O)Cn1c(=O)oc2cc(S(=O)(=O)N3CCCC3)ccc21	.	-0.7	7	.	3	4	100*	1442	-4	1	-6
Cc1ccc2[nH]c(=O)c(CN(Cc3cccs3)C(=S)NCC3CCCO3)cc2c1 (stereo not drawn)	.	2.4	4	-7	-9	-2	19	1452	4	1	4
Cc1cccn2c(=O)c(/C=N/O)c(N3CCCCC3)nc12	.	0.2	10	0	5	10	7	1611	3	0.9	0
O=C(NCc1ccccc1Cl)C1CCN(S(=O)(=O)N2CCOCC2)CC1	-1.2	-0.7	9	7	-9	-3	-5	1689	5	1	2
COc1ccccc1Nc1nc(Cl)c(C=O)s1	-0.045	-2.0	-4	-6	12	-7	3	1721	6	1.1	-1
COc1ccc(Cc2nnc(NC(=O)Cn3cnc4c3c(=O)n(C)c(=O)n4C)s2)cc1	0.25	-1.0	7	.	2	6	-6	1460	5	0.9	4
CCOc1ccc(NC(=O)N(C2CCCC2)C2CCN(C(C)=O)CC2)cc1	-0.054	-0.4	-7	-10	4	-4	-5	1466	4	1	-2
O=c1c2c(nc3cc(-c4ccc(F)cc4)[nH]n13)CCCC2	-0.42	1.8	-4	21	-16	9	21	1650	4	0.9	3
O=c1c2cn[nH]c2nc(SCc2c(F)cccc2F)n1-c1ccc(Cl)cc1	-2.3	-0.7	7	-22	7	-10	20	1817	3	1.1	5
COCc1c(CCl)cnc(C)c1O	-0.88	-1.0	-4	-11	5	6	11	1440	-4	0.9	-7
CC1=NNC(=O)C1C(c1ccc(F)cc1)C(C#N)C#N (stereo not drawn)	.	0.4	0	.	-3	.	24	1707	10	.	-5
O=C(N/N=C/c1sc(N2CCOCC2)nc1-c1ccccc1)c1ccccc1O	-0.96	0.5	1	1	-2	4	44	1451	-1	1	-5
